Compound activity deposited in PubChem BioAssay by Sanford-Burnham Center for Chemical Genomics.
SENP1 FRET inh: blocks the human SENP1 SUMO protease catalytic domain. recombinant SENP1 catalytic domain, CyPet-SUMO1-YPet FRET cleavage. inhibition, % at 10 µM. actives 0.21% (n = 360,000). AID 624204;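 active = inhibition at least 30% at 10 µM, raw YFP signal under a set limit, fluorescence ratio 0.5 to 1.5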;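 note: 0% = enzyme with DMSO and 100% = no enzyme wells; some results filed as inactive read as strong as hits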
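System: Recombinant human SENP1 catalytic domain, His6-tagged | Incubation: Enzyme reaction for 50 min at room temperature, dark | Medium: Tris pH 8 with BME, BSA, NP40 and catalase | Also added: 25 nM SUMO1 FRET substrate | Compound: 10 µM single point, 0.5% DMSO | Measured by: FRET fluorescence in CFP and YFP emission channels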
SENP8 block-1: blocks the human protease SENP8 | purified SENP8, Z-RLRGG-aminoluciferin cleavage, luminescence | AID 2540 | inhibition, % at 10 µM | actives 1.2% (n = 330,000) | Q96LD8; in the data active = inhibition above about 50%
APOBEC3G inh: blocks human APOBEC3G single-stranded DNA deamination | inhibition, % at 20 µM | recombinant A3G, ssDNA deamination FAM/TAMRA fluorescence | AID 493012 | actives 0.28% (n = 330,000);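 active = inhibition of at least 40% at 20 µM, with no more than 30% in the related APOBEC3A deaminase screen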;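 note: plate controls were DMSO wells with A3G for no effect and wells lacking A3G enzyme for full effect; some compounds called inactive have numbers as strong as hits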
Target sequence (Q9HC16 whole entry, looked up): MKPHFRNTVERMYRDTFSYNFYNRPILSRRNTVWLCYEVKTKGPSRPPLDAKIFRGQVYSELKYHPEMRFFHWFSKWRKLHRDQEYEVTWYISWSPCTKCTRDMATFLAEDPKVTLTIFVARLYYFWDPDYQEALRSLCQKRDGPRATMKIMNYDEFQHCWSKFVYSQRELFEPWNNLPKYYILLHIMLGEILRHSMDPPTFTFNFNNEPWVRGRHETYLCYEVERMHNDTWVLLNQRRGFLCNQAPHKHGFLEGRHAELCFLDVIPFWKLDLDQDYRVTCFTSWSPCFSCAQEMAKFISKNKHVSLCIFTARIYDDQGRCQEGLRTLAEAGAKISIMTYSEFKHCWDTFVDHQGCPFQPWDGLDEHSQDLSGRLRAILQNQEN
SENP7 inh: blocks the human protease SENP7; AID 434973; inhibition, % at 5 µM; actives 1.5% (n = 330,000); recombinant SENP7, Z-RLRGG-aminoluciferin luminescence, 40 min;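 active = inhibition above about 50% at the single test dose, limit read from the data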;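 note: plate controls were DMSO with enzyme for no effect and no enzyme buffer wells for full effect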
Target sequence (Q9BQF6 706-1050 limits assumed): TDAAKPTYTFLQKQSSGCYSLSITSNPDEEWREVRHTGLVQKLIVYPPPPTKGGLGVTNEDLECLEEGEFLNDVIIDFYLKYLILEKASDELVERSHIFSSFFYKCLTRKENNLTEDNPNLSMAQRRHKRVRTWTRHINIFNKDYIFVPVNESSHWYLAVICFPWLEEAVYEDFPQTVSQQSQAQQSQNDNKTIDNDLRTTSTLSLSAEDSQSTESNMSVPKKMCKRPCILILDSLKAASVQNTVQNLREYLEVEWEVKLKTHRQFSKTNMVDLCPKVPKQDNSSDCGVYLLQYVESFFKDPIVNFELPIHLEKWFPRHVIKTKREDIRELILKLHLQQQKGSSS
Apaf1 inhib: blocks human Apaf-1 apoptosome activity | O14727 | reconstituted apoptosome caspase-3 activity, DEVD-Rh110 fluorescence | inhibition, % at 20 µM | actives 0.71% (n = 330,000) | AID 489030; active = inhibition of at least 40% at 20 µM;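 note: plate controls were DMSO wells for no effect and DEVD-CHO caspase inhibitor wells for full effect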
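System: reconstituted apoptosome with Apaf-1, cytochrome c, caspase-9, procaspase-3, dATP; Signal: Rh110 fluorescence intensity; Schedule: 30 min compound preincubation, 50 min activation, room temperature; Reagent: cytochrome c trigger plus (Z-DEVD)2-Rh110 caspase-3 substrate.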
SENP8 block-2: SENP8 (human) protease inhibition. AID 602440. actives 0.64% (n = 360,000). inhibition, % at 20 µM. recombinant SENP8, Nedd8 substrate fluorescence. Q96LD8; in the data active = inhibition mostly above about 40%, no sharp cut-off; inactive = mostly below about 27%
UBC13 inh: inhibitors of human UBC13 polyubiquitin chain formation. P61088. TR-FRET. inhibition, % at 20 µM. actives 0.47% (n = 330,000). AID 485273; in the data active = inhibition above about 45%, passing the limit was not always enough
Target sequence (P61088 whole entry, looked up): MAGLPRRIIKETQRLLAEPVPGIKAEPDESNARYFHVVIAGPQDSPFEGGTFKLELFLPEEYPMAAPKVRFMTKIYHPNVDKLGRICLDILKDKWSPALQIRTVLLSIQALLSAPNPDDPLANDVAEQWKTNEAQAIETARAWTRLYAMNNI
SENP6 block: SENP6 protease inhibition; Q9GZR1; Recombinant SENP6 catalytic domain, aminoluciferin luminescence; inhibition, % at 10 µM; actives 1.8% (n = 330,000);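 active = inhibition above about 50% at the single tested dose, limit read from the data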;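 note: plate controls were DMSO wells with enzyme for no effect and DMSO wells lacking enzyme for full effect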
* hit, by the source's call; . = no result given; & = joins results of further samples.

SMILES	SENP1 FRET inh	SENP8 block-1	APOBEC3G inh	SENP7 inh	Apaf1 inhib	SENP8 block-2	UBC13 inh	SENP6 block
N#CC1=C(N)C(C#N)(C#N)C(c2ccncc2)C2CN(C(=O)OCc3ccccc3)CC=C12 (stereo not drawn)	10	5	6	6	14	-375	2	3
Cc1ccc2c(Cl)c(C(=O)NCC3CCCO3)sc2c1 (stereo not drawn)	-2	-9	4	-13	19	14	-12	-9
FC(F)(F)c1cccc(N2CCN(CC3CC=CCC3)CC2)c1 (stereo not drawn)	2	-3	1	6	13	19	5	-3
CCn1c2ccccc2c2cc(NC(=O)c3cccc(OC)c3OC)ccc21	4	4	1	2	9	-16	10	2
CCN1CCc2c(OCc3ccc(C)cc3)cccc2C1=O	2	6	-8	5	-1	31	1	-2
CC(C)Oc1ccc(CSc2ncn[nH]2)cc1	0	3	-4	-5	-1	2	1	-1
Cc1ccc(NC(=O)CN(C)C(=O)c2ccc(COc3ccccc3)cc2)cc1	-2	-9	-10	6	20	-1	1	12
Cc1ccc(C(=O)NCC(=O)N2CCCCCC2)cc1	1	4	-6	5	5	8	3	-16
CC12CCC(C(=O)Nc3c(Cl)cccc3Cl)(C(Br)C1=O)C2(C)C (stereo not drawn)	2	8	-2	5	8	6	0	-9
O=C(CSc1nc2cc(C(F)(F)F)ccc2n1Cc1ccccc1)NC1CCS(=O)(=O)C1 (stereo not drawn)	0	-1	-4	7	12	-4	0	15
Cc1ccc(NCC(=O)c2ccccc2)cc1Cl	3	2	-8	-4	-1	23	-1	27
CN1C(C(=O)NCc2cccc(Br)c2)CC2Cn3c(nc4cc(Cl)c(Cl)cc43)C21 (stereo not drawn)	1	-5	-8	1	5	5	11	-23
O=C1CC2(CCN(C(=O)COc3ccc(Cl)cc3)CC2)Oc2ccccc21	2	-1	4	3	25	-15	1	-9
CCn1c(N2CCC(Cc3ccccc3)CC2)nc2c1c(=O)[nH]c(=O)n2C	1	8	-5	-4	18	16	6	-11
O=C(Nc1ccc2ccccc2c1)c1ccc(Cl)cc1	0	-2	-6	51*	-4	9	2	41
O=C(CN1C(=O)C(=O)c2ccccc21)OCN1C(=O)c2ccccc2C1=O	4	-6	-7	-3	4	6	-18	-3
C/C(=N\NC(=O)Cc1c(C)[nH][nH]c1=O)c1cccc(Br)c1	5	4	-8	5	-26	5	11	-5
O=C(CSc1nnc2ccc(-c3cccnc3)nn12)Nc1cccc(F)c1	-1	-5	10	6	12	-153	-3	-4
O=C(NNC(=S)Nc1ccc(Cl)cc1)c1ccccc1	-1	-1	-6	12	-66	-4	-6	14
O=C(CN1CCCc2ccccc21)NCc1ccc2c(c1)OCO2	24	5	-1	-3	27	9	-3	20
O=S(=O)(Nc1cccc2ccccc12)c1cccs1	-2	-1	-5	9	-3	-68	1	8
COc1c(Br)cc(Br)cc1C(=O)O	2	9	-2	9	14	14	-8	4
Cc1ccc(-c2c(C)n([O-])c3c([n+]2=O)CCCC3)o1	-2	1	-6	3	-3	10	0	2
CCOc1ccc(N2CC(O)Cn3c2nc2c3c(=O)n(CCCc3ccccc3)c(=O)n2C)cc1 (stereo not drawn)	-2	-6	-2	-4	9	-14	-6	2
CCCCN(CCCC)C(=O)c1nsnc1-c1ccccc1O	1	0	-7	-3	-9	17	14	-4
Cc1cccc(NS(=O)(=O)c2cc(Cl)ccc2Cl)n1	-2	-12	-4	-6	2	-99	-9	-2
CCOc1ccc(C(=O)N2CCN(Cc3ccccc3)CC2)cc1OCC	0	-1	-1	11	-12	15	-10	13
Cc1cnc([N+](=O)[O-])n1CCOC(=O)NC(=O)c1ccc(F)cc1	1	2	-4	10	-27	19	-9	-21
O=C(NCc1ccccc1)NC1CC2CCC(C1)N2Cc1ccco1 (stereo not drawn)	1	-7	-5	-11	13	11	0	-31
Oc1ccc(CNc2ccccc2F)c2cccnc12	0&-1	-4	2	-5	1	12&10	12	-9
Nc1nc(NCc2ccco2)nc(N2CCCCC2)c1[N+](=O)[O-]	-23	0	-4	5	-5	-1	1	11
COc1cc(CNc2ncnc3c2[nH]c2ccc(C)cc23)cc(OC)c1	-2	0	-10	-3	13	-327	9	-12
CC(C)Sc1nc2sc(-c3ccccc3)cc2c(=O)n1N	2	5	-1	4	13	-88	7	-7
CC(NC(=O)COC(=O)c1cc([N+](=O)[O-])ccc1N1CCOCC1)c1ccc(F)cc1 (stereo not drawn)	2	12	-5	5	9	2	-8	4
Cn1c(COc2ccccc2)nnc1SCC(=O)NCc1ccccc1	4	0	-5	10	-19	6	-2	-8
Cc1c(CCO)c(=O)n(-c2ccccc2)n1S(=O)(=O)c1ccc(F)cc1	2	-2	-1	5	-9	16	0	-17
Clc1ccc(-c2nnc(-c3ccccc3)c(-c3ccccc3)n2)cc1	2	1	-4	3	-7	20	2	10
Cc1cc(C)c2c(N)c(C(=O)c3ccccc3Cl)sc2n1	-87	4	1	-9	2	-75	5	-4
CS(=O)(=O)c1cccc(-c2nnc(NC(=O)C3=COCCO3)o2)c1	0	5	-9	9	-2	-2	-1	-1
Cc1cccc(NC(=O)CSCC(=O)Nc2sccc2C#N)c1	-10	-12	-7	15	7	-11	0	-9
COC(=O)[C@]1(Cc2ccccc2)N[C@H](CN(C)C(=O)c2ccc(C)cc2)[C@@H]2C(=O)N(Cc3ccccc3)C(=O)[C@@H]21	2	-2	-2	0	24	-6	-1	-21
O=C1[C@@H]2Cc3c([nH]c4ccccc34)C(c3ccccc3)N2C(=O)CN1C1CCN(Cc2ccccc2)CC1 (stereo partly drawn)	-19	-8	0	-9	26	-28	-1	-10
CCOc1ccc(-n2c(SCc3cc(=O)oc4cc(C)ccc34)nnc2-c2cccnc2)cc1	-3	-14	-9	-5	6	-16	-16	-12
C[C@@H]1CC=C[C@H]2[C@H]1C(=O)N(Cc1ccccc1)[C@H]2c1ccc(F)c(/C=C/c2ccccc2)c1	-1	5	-10	-18	10	-41	-8	1
CCn1ccnc1CN(C)C(=O)c1ccc(OC2CCN(CCc3ccccc3)CC2)cc1	0	5	-3	-2	0	-10	-2	9
O=C(CCS(=O)(=O)c1ccccc1)Nc1nncs1	-2	2	5	5	13	10	-1	-32
O=C(CSc1nc(-c2ccccc2)cc(=O)[nH]1)N1CCOCC1	4	0	-6	5	-6	18	0	-21
O=C(Nc1ccc(N2CCN(Cc3ccccc3Cl)CC2)cc1)c1cccnc1	2	-6	-5	4	-5	11	-1	1

A section taken from the entries so far, as a working copy:
SMILES	SENP1 FRET inh	SENP8 block-1	APOBEC3G inh	SENP7 inh	Apaf1 inhib	SENP8 block-2	UBC13 inh	SENP6 block
Cc1cc(C)c2c(N)c(C(=O)c3ccccc3Cl)sc2n1	-87	4	1	-9	2	-75	5	-4
CS(=O)(=O)c1cccc(-c2nnc(NC(=O)C3=COCCO3)o2)c1	0	5	-9	9	-2	-2	-1	-1
Cc1cccc(NC(=O)CSCC(=O)Nc2sccc2C#N)c1	-10	-12	-7	15	7	-11	0	-9
COC(=O)[C@]1(Cc2ccccc2)N[C@H](CN(C)C(=O)c2ccc(C)cc2)[C@@H]2C(=O)N(Cc3ccccc3)C(=O)[C@@H]21	2	-2	-2	0	24	-6	-1	-21
O=C1[C@@H]2Cc3c([nH]c4ccccc34)C(c3ccccc3)N2C(=O)CN1C1CCN(Cc2ccccc2)CC1 (stereo partly drawn)	-19	-8	0	-9	26	-28	-1	-10
CCOc1ccc(-n2c(SCc3cc(=O)oc4cc(C)ccc34)nnc2-c2cccnc2)cc1	-3	-14	-9	-5	6	-16	-16	-12
C[C@@H]1CC=C[C@H]2[C@H]1C(=O)N(Cc1ccccc1)[C@H]2c1ccc(F)c(/C=C/c2ccccc2)c1	-1	5	-10	-18	10	-41	-8	1

Additional compounds.
SMILES	SENP1 FRET inh	SENP8 block-1	APOBEC3G inh	SENP7 inh	Apaf1 inhib	SENP8 block-2	UBC13 inh	SENP6 block
O=C(Cn1c(=O)oc2cc(S(=O)(=O)N3CCCCCC3)ccc21)NC1CCCCC1	-1	-8	2	11	5	3	-12	1
C#Cc1ccc(CN2CCCC(C(=O)Nc3ccccc3Oc3cccnc3)C2)cc1 (stereo not drawn)	-1	-3	3	1	14	6	0	-4
O=C(CSc1nccn1Cc1ccc(F)cc1)NC1CCCC1	1	-9	10	3	7	8	1	0
O=C(Nc1ccc(Cl)cc1Cl)c1cc2ccccc2o1	1	-15	8	59*	4	6	-3	27
CCOC(=O)C1=C(N)OC2=C(C(=O)CCC2)C1c1sccc1C (stereo not drawn)	-1	-9	-1	-11	-4	9	-12	-5
CCOc1ccc2nc(N/C(N)=N/C(=S)Nc3ccc(OC)cc3)nc(C)c2c1	-2	3	-5	10	-3	-211	-7	3
O=C(Nc1cccc2ncccc12)c1ccccc1[N+](=O)[O-]	2	-9	-9	8	-9	12	3	8
CC12CC(O)C3c4ccc(O)cc4CCC3C1CCC2=O (stereo not drawn)	-1	6	-9	-3	-12	4	8	-7
Cc1cccc(C(=O)Nc2cccc(C(=O)N3CCOCC3)c2)c1	-1	-1	0	7	-2	23	-2	-1
COc1ccc(OCCC(=O)OCC(=O)Nc2ccc(S(=O)(=O)N3CCOCC3)cc2)cc1	1	-17	-17	-10	4	6	-2	-28
COc1ccccc1CNC(=O)c1cc2ccccc2o1	2	-4	-6	0	7	8	5	-5
Cc1cc(C(=O)Cn2nc(C(=O)O)c3ccccc3c2=O)c(C)n1CCc1ccc(Cl)cc1	-2	5	-5	0	4	9	-3	-8
COc1ccc(CCC(=O)Nc2ccc3c(c2)OCO3)cc1	-3	-12	-2	-12	0	9	-4	-22
CC1CCN(C(=O)CC2C(=O)Nc3c2c(=O)n(C)c(=O)n3Cc2ccccc2)CC1 (stereo not drawn)	-2	6	-2	0	-8	7	8	5
COc1ccccc1NC(=O)Nc1ccccc1C#N	-2	-2	-3	4	0	-130	7	3
CCC1CCCCN1C(=O)COc1ccc2c3c(c(=O)oc2c1)CCC3 (stereo not drawn)	2	0	2	-5	7	-210	3	0
Cc1ccc(-c2nc3c(=O)n(C)c4ccccc4c3o2)cc1	-1	-8	-2	-2	9	-347	13	4
Cc1ccc(C(=O)OCC(=O)c2c(N)n(C)c(=O)n(C)c2=O)cc1S(=O)(=O)N1CCOCC1	2	-6	-10	-5	11	10	14	-12
O=C(CSc1nc(-c2ccco2)cc(C(F)(F)F)n1)NC1CCCCCCC1	-2	2	-5	2	11	-68	-3	-14
CSCCC(NC(=O)COc1ccccc1)C(=O)OCCOc1ccc(C)cc1 (stereo not drawn)	-1	-12	-5	-2	30	6	-5	8
O=C1CCC(/C=C/c2ccccc2)=NN1Cc1ccc(F)cc1	1	2	-2	7	22	-6	2	5
CCNc1nc(NCC)nc(ON=C(C)C)n1	.	-3	-5	0	-3	.	4	2
N#CCOC(=O)c1cc(S(=O)(=O)N2CCCCC2)ccc1N1CCOCC1	1	4	-2	6	-6	-8	2	4
COc1ccc(-c2cc(-c3ccccc3O)[nH]n2)cc1	2	92*	-1	94*	10	29	19	97*
Cc1ccc(NC(=S)NC(=O)Cc2ccccc2)c(O)c1	2	7	-4	13	0	14	-1	15
O=C(CN1C(=O)C2CC=CCC2C1=O)Nc1ccc(S(=O)(=O)Nc2nccs2)cc1 (stereo not drawn)	-2	-9	-1	2	-5	9	-7	-16
CN(C)CCN1C(=O)c2oc3ccccc3c(=O)c2C1c1cccc(Br)c1 (stereo not drawn)	1	-1	-3	7	-15	5	16	13
COc1ccccc1C(CNC(=O)c1cc(S(=O)(=O)N2CCOCC2)ccc1C)N1CCCC1 (stereo not drawn)	3	5	-8	-4	-10	8	3	-3
O=C(COc1ccc(Cl)cc1)Nc1ccccc1C(=O)NCc1ccco1	5	-8	-5	-3	-5	-6	-1	2
COCCn1c(SCC(=O)Nc2cccnc2Cl)nc2ccccc21	0	1	-9	8	-6	9	7	-6
